Screens (PubChem BioAssay)
FadD28 FP inh: inhibitors of FadD28 bisubstrate probe binding, primary screen, biochemical, fluorescence polarization, single point; Mycobacterium tuberculosis FadD28 fatty-acid-AMP ligase; inhibition, % at 12.5 µM; 360,000 tested, 0.22% active; in the data active = inhibition above about 8.5%, passing the limit was not always enough; inconclusive = no clear call, values can overlap the other calls
Anthrax LF prot: Bacillus anthracis LF protease inhibitors, primary screen, biochemical, multiplex microsphere, MLPCN library; Lethal factor (Bacillus anthracis), P15917; multiplex microsphere protease cleavage assay; inhibition, % at 10 µM; 360,000 tested, 0.12% active; also: plate controls were buffer without enzyme for full effect and enzyme alone for no effect
BoNT-A LC inh2: BoNT/A light chain protease inhibitors, primary screen, biochemical, flow cytometry, MLPCN library; multiplex microsphere protease substrate cleavage; AID 588499, 2011; inhibition, % at 10 µM; 360,000 tested, 0.17% active; Botulinum neurotoxin type A light chain protease (Clostridium botulinum A str. ATCC 3502); also: plate controls were buffer without enzyme for full effect and enzyme alone for no effect
BoNT F protease: BoNT/F light chain protease inhibitors, primary screen, biochemical, flow cytometry, MLPCN library. Botulinum neurotoxin type F light chain protease (Clostridium botulinum). Multiplex microsphere protease cleavage assay. inhibition, % at 10 µM. 360,000 tested, 0.22% active; in the data active = inhibition above about 35%, passing the limit was not always enough; inconclusive = no clear call, values can overlap the other calls; also: plate controls were buffer without enzyme for full effect and enzyme alone for no effect
Y pestis TopoI: Yersinia pestis topoisomerase I inhibitors, primary screen, biochemical, cleavage product accumulation, plate reader, single point; DNA topoisomerase I (Yersinia pestis CO92); Y. pestis Topo-I cleavage product accumulation; 360,000 tested, 0.064% active; activity, % at 10 µM; AID 504884, 2011; in the data active = activity above about 50%, passing the limit was not always enough; inconclusive = no clear call, values can overlap the other calls; also: inactives centre near 2
PfHsp40 yeast: rescue of yeast from PfHsp40 toxicity, primary screen, S. cerevisiae, ATP luminescence | growth rescue, % at 12.5 µM | 340,000 tested, 0.68% active | S. cerevisiae expressing PfHsp40, growth rescue | AID 504582, 2011; in the data active = growth rescue above about 28%, passing the limit was not always enough; inconclusive = no clear call, values can overlap the other calls;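 also: yeast W303a lacking pdr1 and pdr3 grown in galactose medium; growth measured after three days at 30 °C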
CCHF vOTU inh: CCHFV vOTU protease inhibitors, primary screen, biochemical, Pep-AMC substrate, fluorescence; Crimean-Congo hemorrhagic fever virus L polyprotein viral ovarian tumor (vOTU) protease …; inhibition, % at 11.5 µM; 370,000 tested, 0.55% active; AID 651958, 2012; in the data active = inhibition above about 30%; also: 0% = vehicle wells with enzyme and 100% = no enzyme wells
TcdB GH inh: TcdB glycohydrolase inhibitors, primary screen, biochemical, single point, plate reader. TcdB glycohydrolase enzymatic assay. inhibition, % at 9.99 µM. 350,000 tested, 0.24% active; in the data active = inhibition above about 10%
Target sequence (P18177 whole entry, looked up): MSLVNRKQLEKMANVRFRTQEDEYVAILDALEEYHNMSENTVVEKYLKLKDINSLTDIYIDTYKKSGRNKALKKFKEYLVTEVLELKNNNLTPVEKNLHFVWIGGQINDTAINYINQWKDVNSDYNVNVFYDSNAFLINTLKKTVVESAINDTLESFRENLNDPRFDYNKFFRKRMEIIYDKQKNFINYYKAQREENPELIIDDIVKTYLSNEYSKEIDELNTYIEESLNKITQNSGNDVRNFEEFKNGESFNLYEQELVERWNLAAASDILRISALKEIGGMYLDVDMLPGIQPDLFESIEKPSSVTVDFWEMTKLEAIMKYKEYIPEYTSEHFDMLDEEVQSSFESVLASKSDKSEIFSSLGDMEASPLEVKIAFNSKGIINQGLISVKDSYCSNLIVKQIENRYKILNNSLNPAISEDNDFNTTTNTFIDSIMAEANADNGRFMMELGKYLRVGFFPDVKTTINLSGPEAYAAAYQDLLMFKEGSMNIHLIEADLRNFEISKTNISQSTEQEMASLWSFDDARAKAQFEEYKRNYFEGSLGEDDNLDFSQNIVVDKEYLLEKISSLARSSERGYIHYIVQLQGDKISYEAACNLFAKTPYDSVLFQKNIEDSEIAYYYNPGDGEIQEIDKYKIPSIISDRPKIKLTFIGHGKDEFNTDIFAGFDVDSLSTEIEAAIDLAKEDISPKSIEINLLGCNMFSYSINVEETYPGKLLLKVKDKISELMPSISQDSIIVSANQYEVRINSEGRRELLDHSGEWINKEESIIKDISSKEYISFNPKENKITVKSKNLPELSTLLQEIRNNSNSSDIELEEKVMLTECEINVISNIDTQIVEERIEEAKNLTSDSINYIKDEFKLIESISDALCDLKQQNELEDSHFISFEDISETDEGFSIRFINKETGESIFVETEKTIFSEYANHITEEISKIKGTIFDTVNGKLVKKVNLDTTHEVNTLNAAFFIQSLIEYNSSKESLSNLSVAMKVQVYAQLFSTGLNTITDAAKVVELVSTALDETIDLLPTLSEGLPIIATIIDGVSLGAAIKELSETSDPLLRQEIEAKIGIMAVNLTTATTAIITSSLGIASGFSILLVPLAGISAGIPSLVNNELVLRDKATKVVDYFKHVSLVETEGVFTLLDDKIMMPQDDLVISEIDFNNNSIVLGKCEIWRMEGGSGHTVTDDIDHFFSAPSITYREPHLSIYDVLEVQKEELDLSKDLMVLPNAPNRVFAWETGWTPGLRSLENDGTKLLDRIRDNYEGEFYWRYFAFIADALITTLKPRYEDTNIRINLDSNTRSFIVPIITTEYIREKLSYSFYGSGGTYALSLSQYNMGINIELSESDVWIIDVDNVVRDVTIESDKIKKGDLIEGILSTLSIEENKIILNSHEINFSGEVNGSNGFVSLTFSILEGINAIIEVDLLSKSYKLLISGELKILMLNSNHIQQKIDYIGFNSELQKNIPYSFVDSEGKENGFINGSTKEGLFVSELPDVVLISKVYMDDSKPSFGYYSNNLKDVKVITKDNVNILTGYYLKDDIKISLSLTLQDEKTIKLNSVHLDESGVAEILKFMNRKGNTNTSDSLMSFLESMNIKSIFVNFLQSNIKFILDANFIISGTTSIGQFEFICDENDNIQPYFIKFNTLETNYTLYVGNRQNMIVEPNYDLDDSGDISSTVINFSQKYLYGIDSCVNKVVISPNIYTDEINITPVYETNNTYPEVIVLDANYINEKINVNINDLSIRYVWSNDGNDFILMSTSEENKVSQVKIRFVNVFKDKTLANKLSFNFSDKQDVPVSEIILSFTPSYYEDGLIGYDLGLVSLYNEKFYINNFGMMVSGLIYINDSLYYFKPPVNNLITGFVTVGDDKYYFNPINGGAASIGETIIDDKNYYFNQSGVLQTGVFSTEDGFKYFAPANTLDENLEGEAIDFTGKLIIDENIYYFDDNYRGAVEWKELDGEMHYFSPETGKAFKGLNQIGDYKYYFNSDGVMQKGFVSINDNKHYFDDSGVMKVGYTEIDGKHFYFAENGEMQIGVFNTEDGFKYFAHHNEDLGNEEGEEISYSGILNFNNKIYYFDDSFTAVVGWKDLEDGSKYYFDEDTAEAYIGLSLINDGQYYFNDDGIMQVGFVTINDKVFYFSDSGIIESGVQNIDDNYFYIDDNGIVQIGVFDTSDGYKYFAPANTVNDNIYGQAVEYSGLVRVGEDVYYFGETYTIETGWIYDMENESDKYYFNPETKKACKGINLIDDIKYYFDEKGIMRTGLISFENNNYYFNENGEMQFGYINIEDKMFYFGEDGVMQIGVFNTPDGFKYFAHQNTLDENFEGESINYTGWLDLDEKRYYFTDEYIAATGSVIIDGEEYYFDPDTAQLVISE
PrPC surface inh: inhibitors of human cell surface prion protein PrPC, primary screen, cell-based, TR-FRET. TR-FRET read-out. 370,000 tested, 0.43% active. inhibition, % at 13.8 µM; in the data active = inhibition above about 24%; also: 0% = median of the test wells and 100% = reference compound wells
The depositor's hits bear a star; ? = inconclusive; · = no result given. Rule as the data show it, unless noted: active = inhibition above about 30%; inconclusive = no clear call, values can overlap the other calls; inactive = below that. Hits appear at their usual frequency, and some 2.3% of all compounds hit somewhere here.

molecule | Y pestis TopoI | TcdB GH inh | PfHsp40 yeast | Anthrax LF prot | CCHF vOTU inh | BoNT-A LC inh2 | FadD28 FP inh | BoNT F protease | PrPC surface inh
Cc1ccc(Cn2nnnc2CN2CCC(NC(=O)C(C)(C)C)CC2)cc1 | 1.6 | 3.5 | 0.6 | -2.2 | 0.8 | -1.1 | -1.1 | -1.9 | -2.3
CN(CCc1ccccc1)C(=O)c1ccc(NC(=O)Cc2cccc(NC(=O)C3CCN(C(=O)C4CC4)CC3)c2)cc1 | 3.5 | -4.4 | -0.2 | 0.4 | -3.5 | -0.2 | -2.3 | -5.0 | 3.9
N#Cc1c(-c2cccc(Br)c2)cc(-c2cccnc2)nc1N | 0.4 | · | -0.6 | -0.6 | -95.2 | 0.6 | 0.2 | -12.7 | 2.3
Cn1cc2cccc([N+](=O)[O-])c2n1 | 2.1 | -0.6 | -0.8 | -0.4 | -4.0 | 1.4 | -0.8 | 4.3 | -25.6
O=C(CN(C1CCCCC1)S(=O)(=O)c1ccccc1)NCc1cccnc1 | 4.7 | · | -0.1 | -1.3 | 4.0 | 0.1 | -1.3 | 3.0 | -1.8
O=C(CCCOc1ccc(Cl)cc1Cl)NCCc1ccccn1 | 12.4 | 0.1 | 0.4 | -10.5 | 19.5 | -1.3 | -0.1 | 10.1 | 7.2
COc1ccc(N2CSC(=S)N(c3ccc(OC)cc3)C2)cc1 | 0.9 | -0.6 | · | 0.2 | 6.2 | 0.1 | -2.5 | -12.0 | -4.9
O=C(c1[nH]c(C(F)(F)F)nc1-c1ccccc1)N1CCc2ccccc2C1 | · | 0.3 | · | 0.5 | 0.2 | 0.6 | -3.2 | -3.9 | 7.7
COc1ccc(Nc2ncc(C(=O)O)c3ccccc23)cc1 | 3.2 | · | 0.4 | 3.4 | -1.0 | 0.0 | 1.8 | 4.2 | -13.3
Cc1ccccc1N1CC(O)(c2cccs2)[N+]2=C1CCCC2 (stereo not given) | -0.7 | -1.3 | -0.3 | -2.0 | -7.6 | -0.7 | -4.7 | -6.7 | 5.0
COc1cc(Cl)c(NS(=O)(=O)c2ccc(-c3ccc(=O)[nH]n3)o2)c(OC)c1 | 1.1 | 1.5 | -0.6 | 4.0 | 11.4 | 2.4 | -3.3 | -1.7 | -3.0
COc1cc(CCC(=O)N2CCN(c3ncccn3)CC2)cc(OC)c1OC | 5.8 | 0.0 | -0.7 | 5.5 | -6.3 | 0.2 | -3.0 | 3.9 | -3.5
Cc1ccc(C(C(=O)NC2CCCCC2)N(CC2CCCO2)C(=O)CNC(=O)c2ccco2)cc1 (stereo not given) | 5.9 | -1.1 | -1.3 | -2.1 | 17.6 | 0.8 | -0.2 | 13.5 | 0.6
O=c1c(-c2ccc(O)cc2)coc2cc(OC3OC(CO)C(O)C(O)C3O)ccc12 (stereo not given) | 2.1 | 2.9 | -1.7 | -1.8 | -1.6 | -0.2 | -2.3 | -6.9 | -1.3
O=C(CSc1nnnn1C1CC1)Nc1cc(S(=O)(=O)N2CCCC2)ccc1Cl | 2.5 | -0.5 | -1.2 | -1.0 | 10.4 | -0.2 | -2.2 | -1.2 | 4.9
CC1CCCCC1Nc1ncnc2sccc12 (stereo not given) | 2.7 | 1.0 | -0.9 | 0.7 | 3.7 | 0.4 | -1.0 | -9.3 | 5.4
CCCCn1c(N)c(N(CC(C)C)C(=O)C2CCN(S(=O)(=O)c3ccc(C)c(C)c3)CC2)c(=O)[nH]c1=O | 8.8 | 3.2 | 0.5 | -2.3 | -7.7 | 0.6 | -0.6 | 0.9 | -0.5
O=C1NCN(c2ccccc2)C12CCN(CCCC(c1ccc(F)cc1)c1ccc(F)cc1)CC2 | 4.1 | 1.4 | -1.9 | -8.9 | 1.3 | -0.1 | -8.1 | -11.6 | 7.3
CCc1cc(/C(Cc2cscn2)=N\O)c(O)cc1O | 0.5 | · | 0.3 | 0.4 | 3.6 | 0.0 | -1.8 | -9.9 | -3.8
CCNC(=O)CN(c1ccc(Cl)cc1)S(=O)(=O)c1ccccc1 | -6.2 | · | -0.3 | -4.0 | 2.6 | -0.3 | -2.9 | 3.8 | -6.6
Cc1c(C(=O)N2CCN(C/C=C/c3ccccc3)CC2)oc2c(F)cccc12 | 18.2 | 1.1 | -2.1 | 8.5 | -1.4 | 0.1 | -4.4 | -15.6 | -8.8
Cc1ccc2oc(=O)n(CC(=O)N3CCOCC3)c2c1 | -4.7 | 0.6 | -0.5 | -2.4 | 0.6 | ? | -4.5 | ? | -4.5
O=C(CN(Cc1ccccc1)C(=O)CNS(=O)(=O)c1ccccc1)NCc1ccco1 | 9.4 | 1.3 | 1.4 | -1.0 | 7.9 | -2.7 | · | -4.8 | 8.6
CCS(=O)(=O)N1Cc2ccccc2CC1C(=O)Nc1nnc(SCc2ccc(C#N)cc2)s1 (stereo not given) | 3.3 | 0.4 | -0.5 | 1.8 | 3.0 | -0.6 | 0.2 | -9.5 | 5.6
O=C(Cc1cccc(NC(=O)C2CCN(C(=O)c3ccccc3)CC2)c1)Nc1cccc(C(=O)N2CCCCC2)c1 | 29.2 | 0.5 | -0.7 | 3.7 | 3.4 | -0.3 | -4.6 | -0.8 | 3.9
Cc1ccc(NP(=O)(c2ccccc2)c2nc3ccccc3s2)cc1 (stereo not given) | 27.6 | 0.0 | 0.5 | -5.5 | 3.6 | -0.5 | -3.2 | -1.7 | 12.3
Cc1ccccc1NC(=O)c1cccc(C(=O)Nc2ccccc2C)c1 | -0.9 | -2.5 | 0.5 | -6.6 | 7.6 | 4.2 | -0.7 | ? | 12.4
Nc1ccccc1/C=N\N=C/c1ccccc1N | 0.1 | 0.5 | -1.7 | -13.3 | 5.5 | 0.9 | ? | -12.1 | 0.1
COc1ccc(-c2cnc(SCC(=O)Nc3cc(C)on3)n2Cc2ccco2)cc1 | 42.1 | 3.8 | 1.9 | -4.2 | 11.4 | -0.5 | -2.5 | 27.3 | -4.1
CCCCn1c(SCC(=O)c2c(N)n(C3CC3)c(=O)[nH]c2=O)nc2cc(S(N)(=O)=O)ccc21 | 26.2 | -1.0 | 0.9 | · | 11.2 | · | -6.0 | · | -5.4
CCOc1ccc(OCCN2CCCCC2)cc1 | 2.0 | · | -0.6 | -1.6 | 2.1 | 2.0 | -1.9 | -4.8 | -2.2
Cc1oc(-c2cccc(Cl)c2)nc1CN1CCC(C(=O)NCc2ccco2)CC1 | -1.0 | · | -0.2 | -3.4 | -5.0 | -3.0 | 0.3 | -15.0 | -2.1
COc1ccc(-c2nc(CN3CCN(Cc4cccc(Cl)c4)CC3)c(C)o2)cc1 | 28.0 | 1.1 | 0.1 | -4.6 | 2.7 | -4.0 | -5.4 | -33.9 | -4.9
COc1ccc(OC)c(NC(=O)C2CCN(C(=O)C3CC(=O)N(c4ccc(C)cc4)C3)CC2)c1 (stereo not given) | 12.6 | 1.8 | -1.4 | 5.2 | 11.1 | 1.1 | -1.0 | 2.2 | 4.5
Cc1ccc(NC(=O)COc2ccccc2C#N)cc1S(=O)(=O)N1CCCCCC1 | 11.4 | 0.2 | 0.1 | -9.9 | 13.8 | -1.5 | -3.7 | -3.4 | 11.5
Cn1c(=O)c2c(nc(CN3CCOCC3)n2CC(=O)c2ccccc2)n(C)c1=O | -3.8 | · | -0.7 | 0.3 | -0.2 | -0.4 | -1.1 | -1.4 | -6.3
CCCN(CCC)S(=O)(=O)c1ccc(C(=O)Nc2nnc(CSC)o2)cc1 | 6.9 | · | 0.2 | 0.6 | 12.9 | 0.1 | -3.9 | 2.3 | -0.8
Cc1ccc2ccccc2c1C(O)c1ncc(-c2ccc(Cl)cc2)[nH]1 (stereo not given) | -7.8 | 1.9 | · | 2.6 | 12.4 | -0.2 | -1.7 | -8.9 | -10.2
Cc1ccc(C(=O)OCC(=O)Nc2cccc(Cl)c2C)c(O)c1 | 0.4 | 2.1 | 2.5 | -1.3 | -6.5 | -0.2 | -4.1 | 3.3 | 5.0
NC(CO)c1csc(NC(=O)Nc2ccccc2Cc2ccccc2)n1 (stereo not given) | -4.7 | 0.6 | · | -3.0 | 5.2 | -0.5 | -3.9 | -2.7 | 1.0
CCc1noc(C)c1C(=O)N1CCCC(Nc2cccc(F)c2)C1 (stereo not given) | -8.5 | 0.9 | · | -2.8 | -10.1 | -0.4 | -3.2 | -6.3 | -5.0
O=C1CCN(Cc2ccco2)C(=S)N1 | -0.6 | 2.2 | -0.6 | 3.0 | 10.1 | -0.2 | -3.8 | -7.2 | 5.2
CCc1ccc(CNC(=O)c2ccc3nc(C4CCCCC4)oc3c2)nc1 | 33.0 | -0.3 | 0.9 | -2.8 | 15.2 | -2.0 | -0.5 | -5.4 | -3.2
COc1ccc(/C=N/NC(=O)c2cccc(NC(=O)c3ccccc3)c2)c(C(=O)O)c1OC | -4.5 | · | 0.8 | 0.5 | -12.0 | -1.1 | -0.9 | -4.3 | -7.4
O=C(CCCN1C(=O)/C(=C/c2ccc3c(c2)OCO3)SC1=S)Nc1ccc(C(=O)O)cc1 | 5.5 | 1.9 | 0.8 | 3.0 | -3.9 | -0.8 | -5.3 | -6.3 | -1.8
CCOc1ccccc1N1C(=O)CC(Sc2ccccc2N)C1=O (stereo not given) | 12.6 | -1.2 | · | -8.7 | 9.8 | -0.2 | -4.2 | -1.2 | 3.0
C=CCNC(=O)C(=O)c1cccn1-c1ccsc1C(=O)OC | 1.4 | · | 0.1 | -0.5 | 8.1 | 1.2 | -1.8 | 0.2 | -5.7
Cc1cccn2c(CNCC3(c4ccccc4)CCCC3)c(C(=O)N3CCOCC3)nc12 | 29.9 | 0.4 | 2.7 | -5.3 | 9.3 | -0.4 | 1.0 | -11.0 | 10.4
COC(=O)C1=C(c2ccc(OC)c(OC)c2)C[C@@H]2CC[C@H]1N2C(=O)NCCc1ccccc1 | 7.7 | 6.1 | -0.4 | -0.7 | -9.1 | 0.5 | -3.9 | -2.2 | -0.5
O=[N+]([O-])c1cc(Cl)c(Cl)cc1Cl | 2.9 | 0.3 | -1.4 | 1.6 | -5.8 | -1.2 | 0.6 | -6.9 | 3.2
CCOc1ccc(NC(=O)CNC(=O)Cc2ccccc2)cc1 | 2.3 | -0.5 | -1.2 | 4.5 | -14.5 | -2.4 | -1.2 | -7.8 | 1.9
O=c1c(Cl)c(Cl)cnn1-c1ccccc1 | 4.5 | 1.3 | -0.2 | 0.6 | 16.7 | -0.9 | -2.7 | -6.9 | -3.7
COc1ccccc1-n1cnnc1SCC(=O)Nc1cccc(S(N)(=O)=O)c1 | -9.0 | 7.6 | 0.6 | -2.4 | 10.4 | 0.9 | · | 3.6 | 1.3
Cc1ccc(NC(=O)c2ccc([N+](=O)[O-])o2)cc1C | 2.8 | -0.1 | 21.7 | -1.5 | 9.3 | 0.0 | -1.1 | 0.5 | 15.6
CCc1nc2sc3ccccc3c(=O)c2c(=O)n1Cc1ccco1 | -8.0 | · | 1.0 | -7.0 | 3.5 | 0.3 | -0.5 | 3.0 | 3.8
CC(=O)OCc1c(C(F)(F)F)nn(C)c1Oc1cccc(C(F)(F)F)c1 | 9.2 | · | -1.4 | -1.3 | 28.9 | -0.5 | 0.5 | 1.1 | 7.0
